# High-throughput results: PubChem BioAssay, Small Molecule Screening Facility, UW Madison
# PriA SSB inh = inhibitors of Klebsiella pneumoniae PriA binding to SSB C-terminal tail, primary screen, biochemical, AlphaScreen; AlphaScreen SSBct-PriA binding, biotinylated peptide; AID 1272365, 2023; inhibition, % at 33 µM; actives 0.6% (n = 430,000); in the data active = inhibition mostly above about 37%, no sharp cut-off; inactive = mostly below about 20%;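 also: plate controls were negative control peptide for no effect and reference peptide for full effect; strong numbers were not always called active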
# Active calls of the source: *; & = joins results of further samples. This is a subset; count on the stated rates, not on these rows.
# The opening six entries, ahead of the listing:
SMILES,PriA SSB inh
COC(=O)C1CC(Oc2ccccc2F)CN1C(=O)Cn1cnc2ccccc21 (stereo not given),8
CC1CN(c2ncnc3c2cnn3CCNC(=O)C(C)(C)C)CC(C)O1 (stereo not given),-8
COC(=O)c1ccc(C(=O)Nc2nc3c(s2)CC(C)CC3)cc1 (stereo not given),-2
O=C(CSc1nc2ccccc2o1)NN=Cc1ccccc1,-3
Cc1cc(C(=O)NN=C2CC(=O)CC(C)(C)C2)c(C)n1-c1ccccc1,13
Cc1noc(CCCNC(=O)c2coc(NC(=O)Cc3c(C)noc3C)n2)n1,-12

# Main list (from the top)
SMILES,PriA SSB inh
COC(=O)C1CC(Oc2ccccc2F)CN1C(=O)Cn1cnc2ccccc21 (stereo not given),8
CC1CN(c2ncnc3c2cnn3CCNC(=O)C(C)(C)C)CC(C)O1 (stereo not given),-8
COC(=O)c1ccc(C(=O)Nc2nc3c(s2)CC(C)CC3)cc1 (stereo not given),-2
O=C(CSc1nc2ccccc2o1)NN=Cc1ccccc1,-3
Cc1cc(C(=O)NN=C2CC(=O)CC(C)(C)C2)c(C)n1-c1ccccc1,13
Cc1noc(CCCNC(=O)c2coc(NC(=O)Cc3c(C)noc3C)n2)n1,-12
COC(=O)C=c1sc2nc3ccccc3n2c1=O,-7
O=C(/C=C/c1ccc(-c2ccccc2Br)o1)c1cccs1,3
O=C(COc1ccc(F)cc1)NCC1(c2cccs2)CCCC1,-25
O=S(=O)(NCCN1CCN(c2ccccc2F)CC1)c1cccs1,7

# Some of the entries so far, as labelled records:
SMILES: O=C(COc1ccc(F)cc1)NCC1(c2cccs2)CCCC1
  PriA SSB inh: -25

SMILES: COC(=O)C1CC(Oc2ccccc2F)CN1C(=O)Cn1cnc2ccccc21 (stereo not given)
  PriA SSB inh: 8

SMILES: CC1CN(c2ncnc3c2cnn3CCNC(=O)C(C)(C)C)CC(C)O1 (stereo not given)
  PriA SSB inh: -8

SMILES: O=C(CSc1nc2ccccc2o1)NN=Cc1ccccc1
  PriA SSB inh: -3

# New compounds follow.
SMILES,PriA SSB inh
COC(=O)c1c(C)[nH]c(C(=O)CSc2ncnc3sc4c(c23)CCC(C)C4)c1C (stereo not given),9
Cc1ccc(OCc2nc(C#N)c(N3CCC(C)CC3)o2)cc1,96*
Cc1cc2ncc(CCCNC(=O)c3cc(C4CC4)on3)cn2n1,22
N#Cc1nccnc1OC1CCN(C(=O)C2CC=CCC2)C1 (stereo not given),-14
C[C@H](Oc1ccccc1)C(=O)NCCn1ccn2nccc12,-11
O=C(C1CCCCC1)N1CCOC(c2ccccc2)C1 (stereo not given),-14
O=c1ccc(-c2cccnc2)n[nH]1,-5&-4
O=C(CCCC(=O)c1ccccc1)NCc1ccnc(-c2ccsc2)c1,-14
CC12CN3CCN(CC(C3)C1=NN=C1C3CN4CCN(C3)CC1(C)C4)C2,-7
CC(C)(C)NC(=O)N(Cc1cccs1)C1CCOCC1,-19
Cc1noc(C)c1CC(=O)NCC#CCOc1ccc2c(c1)OCO2,-1
Cc1ccc(-n2cc(C(=O)NCCC(C)C)nn2)cc1C,-4
COc1ccccc1-n1ccnc(SCC(=O)Nc2ccc(C)cc2C)c1=O,13
CCOC(=O)N1CCC(NC(=O)CSc2cc(-n3nc(C)cc3C)ncn2)CC1,-12
COc1cc(S(=O)(=O)N2CCCCC2C)c(OC)cc1C (stereo not given),3
CCOc1ccc2nc(NCCCN3CCOCC3)sc2c1,-5
COc1ccc(NC(=O)CN2CCC(C(=O)Nc3cccc(NS(C)(=O)=O)c3)CC2)c(OC)c1,0
CCc1cc(=O)[nH]c(SCC(=O)Nc2ccc(Cl)c(Cl)c2)n1,9
CCOC(=O)C(C#N)=NNc1ccccc1C(=O)O,3
COc1ccc(CCN2C(=O)CNC2=S)cc1,0
CC(C)(C)S(=O)(=O)c1ccc(NCc2ccc(Cl)cc2)nn1,-14
CCOP(=O)(OCC)C(O)c1ccncc1 (stereo not given),1
O=C(NCc1ccccc1)N1CCN(c2ccc(-c3ccc4c(c3)OCO4)nn2)CC1,14
O=C(CSc1nccn1-c1ccc(Cl)cc1)Nc1cc(C(F)(F)F)ccc1Cl,0
N#Cc1cccnc1N1CCC(CNC(=O)C(=O)NCC2CCCO2)CC1 (stereo not given),1
COc1ccc(C=NNC(=O)CCCC(=O)NC2CCCCC2)cc1,-2
CN(C)S(=O)(=O)Oc1ccc2c(c1)OCO2,-22
Cc1ccc([N+](=O)[O-])cc1NC(=O)C(=O)NC1CCCCCC1,1
COc1cccc(C=NNc2nc(Nc3ccccc3)nc(-n3nc(C)cc3C)n2)c1O,9
COC(=O)C1CC(Oc2ccccc2F)CN1C(=O)c1cc(Cl)ccc1OC (stereo not given),1
O=C(/C=C\c1cn(-c2ccccc2)nc1-c1cccs1)Nc1ccccc1Br,-31
Cn1nc2cc(Br)ccc2c1C(=O)NCc1ccccc1-c1ccsc1,-15
CCc1cc[n+](C2=C([O-])c3ccccc3C(=O)C2=NS(=O)(=O)c2cccs2)cc1,13
COc1ccccc1-c1ccc(=O)n(Cc2nc(-c3cccc(C(F)(F)F)c3)no2)n1,-4
CCOc1cc(C=NNC(=O)c2ccccc2OCc2ccc(F)cc2)ccc1O,9
CN1CCc2cc(C(CNC(=O)C(=O)Nc3ccc(F)c(F)c3)N(C)C)ccc21 (stereo not given),18
O=C(Nc1cc2c3c(c1)CC(=O)N3CCC2)c1ccccc1[N+](=O)[O-],-9
CC(=NO)c1c(O)c(C)c(-c2ccccc2)n(-c2ccccc2)c1=O,0
O=C(CSc1nccn2nc(-c3ccc(Cl)cc3)cc12)NCc1ccc(F)cc1,-14
CCOc1cc(C=NNc2nc(=O)[nH]nc2C)ccc1O,2
O=C(NCC1CCN(C(=O)c2cc3ccccc3o2)CC1)c1ccc(OC(F)(F)F)cc1,-4
O=C(NCCn1ncc2c(=O)n(Cc3ccc(Br)cc3)cnc21)c1ccc(F)cc1F,-1
O=C(Cn1cc(C(F)(F)F)ccc1=O)NN=Cc1ccc(O)cc1,-5
CN1C[C@@H](NC(=O)C2(c3cccs3)CCCC2)CC1=O,-6
O=C(N1CCC(c2nnc(-c3ccsc3)o2)CC1)C1(c2ccc(Cl)cc2)CCCC1,-9
O=S(=O)(c1ccc(Cl)cc1)c1nc(NCc2cccnc2)sc1Cl,6
N#Cc1ccccc1Cn1nc(-c2cccs2)n(C2CC2)c1=O,-21
CC(=NNc1cccc(C(F)(F)F)c1)c1ccc(O)cc1,5
O=C(c1ccc(Br)cc1)c1ccc(N2CCCCC2)c([N+](=O)[O-])c1,46
O=C(c1ccc2c(c1)OCO2)N1CCc2ncncc2C1,1

# More structures follow.
SMILES,PriA SSB inh
COc1cc(NS(=O)(=O)c2ccc(NC(=O)CSc3nnc(-c4ccncc4)o3)cc2)nc(OC)n1,-21&-2
CC(C)S(=O)(=O)c1ccc(CC(=O)NCc2ccsc2)cc1,-10
O=C(NCCC1=CCCCC1)C1CN(C(=O)c2ccc3c(c2)OCO3)C1,0
O=C(NCCNC(=O)c1ccc(NC(=O)C2CCCC2)cc1)Nc1ccccc1,-6&-4
O=C(NCCn1nc(-c2ccc(F)cc2)ccc1=O)c1ccc(-n2cncn2)nn1,0
COC(=O)C1CC(Oc2ccccc2F)CN1C(=O)c1cccs1 (stereo not given),-11
Clc1ccc(COc2cccc3ccc(N4CCOCC4)nc23)cc1,-4
Cn1ccnc1SCc1cc(=O)c(OC(=O)c2cc3ccccc3oc2=O)co1,8
COc1ccc(NC(=O)CSc2cc(-c3ccccn3)nc(C)n2)cc1OC,53
COc1cccc(CSc2nc(C)c(CC(=O)NC3CC3)c(=O)[nH]2)c1,-2

# Quoted from the listing.
# For PriA SSB inh, Cn1ccnc1SCc1cc(=O)c(OC(=O)c2cc3ccccc3oc2=O)co1 reads 8
# For PriA SSB inh, COc1cc(NS(=O)(=O)c2ccc(NC(=O)CSc3nnc(-c4ccncc4)o3)cc2)nc(OC)n1 reads -21&-2
# For PriA SSB inh, O=C(NCCn1nc(-c2ccc(F)cc2)ccc1=O)c1ccc(-n2cncn2)nn1 reads 0
# For PriA SSB inh, COC(=O)C1CC(Oc2ccccc2F)CN1C(=O)c1cccs1 (stereo not given) reads -11
# For PriA SSB inh, O=C(NCCC1=CCCCC1)C1CN(C(=O)c2ccc3c(c2)OCO3)C1 reads 0

# Arranged by SMILES length (rising): some entries from above
SMILES,PriA SSB inh
COC(=O)C1CC(Oc2ccccc2F)CN1C(=O)c1cccs1 (stereo not given),-11
O=C(NCCC1=CCCCC1)C1CN(C(=O)c2ccc3c(c2)OCO3)C1,0
O=C(NCCn1nc(-c2ccc(F)cc2)ccc1=O)c1ccc(-n2cncn2)nn1,0

# (more compounds)
SMILES,PriA SSB inh
Cc1cc(SCC(=O)O)ncn1,-23
CS(=O)(=O)NCCN1CCN(c2ccc(Cl)cc2)CC1,-3
Cc1cc(-c2nnc(NC(=O)c3ccc4ncsc4c3)o2)n(C)n1,-8&-6
O=C(NCc1ccco1)C1CCN(c2cc(-n3ccc4ccccc43)ncn2)CC1,-13
COc1ccc(CCNC(=O)C2(c3cccs3)CCOCC2)cc1OC,-24
COc1ccc(-n2ccn3c(-c4cccc(F)c4)nnc3c2=O)cc1,-11
Cc1nn(C)c(C)c1S(=O)(=O)NCC1CCN(Cc2ccsc2)CC1,-13
N#Cc1cncc2c1NCCC2,-6
COc1cc(NS(=O)(=O)c2ccc(NC(=O)c3c(F)cccc3F)cc2)nc(OC)n1,-9
Cc1ccc(S(=O)(=O)Oc2ccccc2C=NN=C(N)N)cc1,1
CC(=O)c1ccc(N2CCN(C(=O)c3coc(NC(=O)c4ccsc4)n3)CC2)cc1,-9
Nc1c(C(=O)Nc2ccccc2F)nnn1-c1ccc(Cl)c(Cl)c1,-9
CC(C)(C)NC(=S)NN=Cc1cccnc1,5
CC1(C)COc2ccc(NC(=O)c3c(F)cccc3Cl)cc2NC1=O,20
COc1ccc(OCC(O)Cn2c(C(F)(F)F)nc3ccccc32)cc1 (stereo not given),-6
COc1ccc(C(=O)Nc2ccccc2F)cc1OC,-2
CO[C@H](C#N)c1ccc(C)s1,-11
CC(/C=C/c1ccccc1)=NNC(=O)Cn1nnc(N)n1,4
Cc1cc(C)n(-c2ncc(NC(=O)c3cnccn3)cn2)n1,-10
COc1cccc(S(=O)(=O)Nc2ccc(Cl)c(Cl)c2)c1,-30
COc1ccc(CCNC(=O)C(=O)Nc2cccc(N3CCCS3(=O)=O)c2)cc1OC,-2
C=CC(C)(C)OCC(O)CN1CCC(Cc2ccccc2)CC1 (stereo not given),-5&4
COc1cc(C=NNc2nc3ccccc3o2)cc(OC)c1OC,2
O=C(NCC1CCN(C2CCCC2)CC1)c1ccc(F)cc1,6
CCOC(=O)c1ccc(NC(=O)Nc2cn(CCOC)c3ccccc23)cc1,10
O=S(=O)(N1CCCC1)n1nnc2ccccc21,-21
O=C(CC1CSc2nccc(=O)n21)Nc1cc(C(F)(F)F)cc(C(F)(F)F)c1 (stereo not given),-9
O=C1OC(c2cccs2)=N/C1=C\c1ccc(-c2cc(Cl)ccc2Cl)o1,29
CCOC(=O)c1sc(-c2ccccc2)cc1NC(=O)c1cccc(C(F)(F)F)c1,-17&-4
O=C(CSc1ncnc2c1nnn2-c1ccc(F)cc1)NCCc1ccccc1,11
CCN(CC)CCN(C(=O)COc1ccc(Cl)cc1)c1nc2cc3c(cc2s1)OCCO3,9
CC(=O)Nc1ccc2nc(NC(=O)c3ccccc3Br)sc2c1,-12
COc1ccc(OCCS(=O)(=O)Nc2cc(OCc3ccccc3)ncn2)cc1,-7
CC(CCC(=O)O)=NNc1ccc([N+](=O)[O-])cc1[N+](=O)[O-],13
COc1cc(C=Nn2c(COc3ccccc3)n[nH]c2=S)cc(OC)c1OC(C)=O,-2
O=C(Nc1nc2c(s1)CCCC2)C1CC(=O)N(C2CCOCC2)C1 (stereo not given),-4
Cn1nc2c(c1NC(=O)C1CCCCN1S(=O)(=O)c1cccs1)CCC2 (stereo not given),-7
Cc1cc(NC(=O)Cn2c3ccccc3c3nc4ccccc4nc32)no1,5
CC(C)C(=O)Nc1ccccc1C(=O)NCCCn1ccnc1,0
Cc1nc2n(c(=O)c1C)[C@@H](CC(=O)NCCn1nc(-c3ccco3)n(C3CC3)c1=O)CS2,-13
Cc1ccc(SCCC(=O)Nc2nc(-c3ccc(Cl)s3)cs2)cc1,-4
O=C(Cc1csc(NC(=O)Nc2ccc(Cl)cc2)n1)Nc1ccc(Br)cc1,-9
COc1ccccc1NS(=O)(=O)c1ccccc1F,2
COCCN1CCC(CNS(=O)(=O)c2ccc(C)s2)CC1,-9&6
CN1C(=O)Cc2cc(NC(=O)c3ccccc3Cl)ccc21,-13
CC(=NOC(=O)Nc1ccccc1)c1ccc(C)cc1,-13
CCOc1ccc(N2CCN(C(=O)/C=C/c3ccccc3)CC2)nn1,-4
O=C(Nc1ccc2c(c1)OCCO2)c1ccc2c(c1)ncn2-c1ccccc1,-18
Cc1cc(C2(c3ccc(O)c(C)c3)C(=O)N(Cc3ccccc3)c3ccccc32)ccc1O,-5&2
Cc1ccccc1C(=O)ON=C1CCS(=O)(=O)c2sccc21,-11

# Next records.
SMILES,PriA SSB inh
Cc1cc(=O)n2c(-c3cccc(NC(=O)Cc4cccs4)c3)csc2n1,4
Cc1cc(C)n2nc(C(=O)NN=Cc3c4ccccc4cc4ccccc34)nc2n1,10
CCSc1ccccc1C(=O)Nc1nc2ccc(C(=O)OC)cc2s1,1
CCc1nccn1-c1cc(C)nc2c(-c3ccccc3Cl)c(C)nn12,-4
O=C(NCCn1ccc(-c2cccs2)n1)NCc1cccs1,-6
COc1ccc(OCCCC(=O)Nc2cc(C)c(Cl)cc2OC)cc1,-24
CCOCC(=O)Nc1ccc2c(c1)OCC(C)(C)C(=O)N2CC,20
O=C(Cn1c(-c2ccccn2)nc2ccccc21)NCc1ccccc1,-20
CC(C)c1ccc(NC(=O)C(=O)NCC(c2ccsc2)N2CCc3ccccc3C2)cc1 (stereo not given),-14
COc1cc(C=NNc2ccc(Cl)c(C(=O)O)c2)ccc1OC(=O)c1ccco1,6
Cc1ccc([C@H](CNC(=O)C2CCCCC2)N2CCOCC2)cc1,-1
COC(=O)c1c(C)[nH]c(C(=O)/C(C#N)=C/c2ccc(OC(F)F)cc2)c1C,-3
